Bioassay records deposited in PubChem by Southern Research Specialized Biocontainment Screening Center.
Salmonella PhoP GFP: Inhibition of PhoP regulon, Salmonella typhi GFP reporter cells, confirmation, 4 h (AID 1850); inhibition, % at 50 µM, or IC50 in µM where a hit was titrated; 310,000 compounds, 0.33% hits; Salmonella Typhi PhoP-promoter GFP reporter, fluorescence, 4 h; higher % means a stronger effect; in the data active = a potency from the dose series; inconclusive = inhibition mostly from about 25% at the one dose, without a potency; inactive = the rest, 99 in 100 with inhibition below about 19%;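 also: 0% = induced wells with vehicle and 100% = uninduced wells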
H37Rv inhibition: M. tuberculosis growth inhibition, HTS (AID 449762). M. tuberculosis H37Rv growth inhibition, 7H9 media; higher % means a stronger effect. one-dose inhibition, % at 25 µM; IC50 in µM for titrated hits. 330,000 compounds, 0.59% hits; in the data active = a potency from the dose series; inconclusive = inhibition above about 70% without an active follow-up result;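 also: bacterial growth assessed after seven days of incubation; strong numbers were not always called active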
influenza NS1A: NS1A inhibition, H1N1 influenza, cell based functional assay (AID 504329); NS1A functional cell-based assay, percent inhibition; higher % means a stronger effect; 340,000 compounds, 0.3% hits; inhibition, % at 12.5 µM, or IC50 in µM where a hit was titrated; in the data active = a potency from the dose series; inconclusive = inhibition above about 27% without an active follow-up result; also: strong numbers were not always called active
VEEV TC-83 Vero: inhibitors of VEEV TC-83 cytopathic effect, confirmation, Vero cells (AID 588727) | Vero cells, VEEV TC-83 cytopathic effect inhibition; higher % means a stronger effect | inhibition, % at 20 µM; hits with a dose series show IC50 in µM | 350,000 compounds, 0.13% hits; in the data active = a potency from the dose series; inconclusive = inhibition mostly from about 14% at the one dose, without a potency; inactive = the rest, 99 in 100 with inhibition below about 12%; also: strong numbers were not always called active
tuberculosis growth: growth inhibition of non-replicating M. tuberculosis (AID 488890) | inhibition, % at 25 µM, or IC50 in µM where a hit was titrated | Mycobacterium tuberculosis non-replicating, growth inhibition; higher % means a stronger effect | 320,000 compounds, 0.39% hits; in the data active = a potency from the dose series; inconclusive = inhibition mostly from about 82% at the one dose, without a potency; inactive = the rest, 99 in 100 with inhibition below about 76%;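 also: plate controls were DMSO cells for no effect and high antibiotic wells for full effect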
VEEV TC-83 Vero 10K pilot screen: also measured in VEEV TC-83 Vero; calls as there; inhibition, %; measured here: 10K pilot screen inhibition
An asterisk follows results filed as active; i = inactive; ? = inconclusive; . = no result given.

SMILES	Salmonella PhoP GFP	H37Rv inhibition	influenza NS1A	VEEV TC-83 Vero	tuberculosis growth	others
Cn1c(=O)c2c(nc(N3CCc4ccccc4C3)n2C)n(C)c1=O	-15.7%	-1.3%	-2.7%	7.7%	26.2%
O=C(N/N=C\c1cccc(Cl)c1)c1n[nH]c2c1CCCC2	-12.9%	4.5%	5.7%	i	6.8%
CC(C)(C)OC(=O)N1CCCC(C(=O)Nc2ccc(C(=O)NCc3ccccc3)cc2)C1 (centres undefined)	.	.	-9.9%	0.9%	.
O=C(Nc1ccc(S(=O)(=O)N2CCCC2)cc1)C1CCN(S(=O)(=O)c2ccc(F)cc2)CC1	2.0%	-3.1%	-0.6%	4.0%	17.6%
O=C(O)c1cccc(NC(=S)NC(=O)c2cncc(Br)c2)c1	3.2%	15.8%	0.0%	1.1%	21.1%
O=C(CCC(=O)N1CCC2(CC1)OCCO2)Nc1nnc(C(F)(F)F)s1	-4.3%	-0.3%	-4.8%	0.2%	3.9%
C=CCn1c(O)c(C(C)=NCCCN2CCOCC2)c(=O)[nH]c1=O	-1.6%	-4.8%	20.2%	1.7%	-7.4%
O=C(NCCN1CCOCC1)C1(C(F)(F)F)C/C(=C\Cc2ccccc2)CCCO1 (centres undefined)	-5.9%	-0.6%	-12.3%	0.3%	8.5%
CCOC(=O)c1sc(NC(=O)CC)nc1C	-2.4%	11.6%	-1.8%	0.1%	25.8%
CC(=O)Nc1ccc(NC(=O)CC23CC4CC(CC(C4)C2)C3)cc1	7.8%	-5.2%	-1.6%	3.9%	4.2%
O=C(NCc1cccnc1)Nc1cccc(C(F)(F)F)c1	-6.8%	-6.5%	0.9%	i	-1.8%
COc1cc(C2C(S(=O)(=O)c3ccccc3)CON2C)ccc1OCc1ccc(F)cc1 (centres undefined)	3.0%	-4.1%	.	.	4.3%
Cc1ccccc1-c1noc(-c2cccs2)n1	-14.9%	1.6%	-4.6%	0.7%	.
CCn1c(COc2ccc(C)cc2)nnc1SCC(=O)Nc1ccc2c(c1)OCCO2	2.2%	-9.2%	-20.5%	i	-8.0%
COc1cccc(/C=N/n2cnc3c(cnn3-c3ccccc3)c2=O)c1	-7.8%	-8.3%	.	2.2%	1.7%
O=C(CSCc1cc(=O)n2nc(C3CC3)sc2n1)Nc1ccccc1Cl	1.8%	-6.0%	4.7%	0.1%	-2.2%
CC1(C)CC(CC(=O)Nc2ccccc2[N+](=O)[O-])C(=O)O1 (centres undefined)	-4.1%	1.0%	0.5%	1.2%	7.6%
COc1ccc(CC(=O)Nc2ccc(S(=O)(=O)Nc3cc(C)on3)cc2)cc1OC	1.9%	-10.1%	-11.4%	0.4%	4.6%
O=C(CN1CCN(CC(=O)Nc2ccccc2C(F)(F)F)CC1)Nc1ccccc1F	-8.7%	-1.0%	-2.2%	i	6.4%
CC[C@H](C)[C@H]1CNC(=O)C(=O)N1CC1CCN(CCc2ccc(Cl)c(Cl)c2)CC1	.	.	-2.9%	i	.
Cc1c(C#N)c(N=CN(C)C)c(C(=O)c2ccc(Br)cc2)n1-c1ccccc1	-1.7%	2.9%	-4.6%	1.1%	12.1%
Cc1ccc(N(CC(=O)N/N=C/c2ccc(OCC(N)=O)cc2)S(C)(=O)=O)cc1Cl	4.0%	1.8%	-1.3%	1.6%	-7.3%	VEEV TC-83 Vero 10K pilot screen=1.6
Cc1ccccc1NS(=O)(=O)c1ccc2c(c1)n(C)c(=O)n2C	3.7%	-6.5%	-8.2%	2.4%	-13.9%
O=C(CN1CCN(CC(=O)Nc2ccc(Cl)cc2)CC1)Nc1ccc(F)cc1	1.4%	-2.2%	4.1%	i	10.7%
CNc1ccc(C=C2C=Cc3ccccc32)cc1	.	.	16.9%	1.7%	.
COc1ccc(CCNS(=O)(=O)c2ccc(Br)cc2)cc1OC	-2.3%	1.1%	-9.1%	0.2%	-0.9%
COc1ccc(Cl)cc1S(=O)(=O)Nc1ccc2c(c1)n(C)c(=O)n2C	5.9%	1.0%	3.6%	0.7%	-6.7%
CC(C)CC(COCc1ccc(Cl)cc1)N1CCN(C(=O)c2ccc(Cl)cc2Cl)CCC1=O (centres undefined)	-3.8%	7.6%	11.2%	3.6%	19.0%
C[C@]12c3[nH]c4ccccc4c3CCN1C(=O)C(CC(=O)NCCCn1ccnc1)C[C@@H]2C(=O)N1CCCCC1 (some centres undefined)	.	1.9%	5.6%	i	19.2%
CCCCCCCNC(=O)C1(CC2CC(c3ccccc3)=NO2)CCN(C(=O)OC(C)(C)C)CC1 (centres undefined)	4.0%	3.7%	-3.9%	0.2%	40.7%

6 entries drawn at random from the list so far, as already listed:
SMILES	Salmonella PhoP GFP	H37Rv inhibition	influenza NS1A	VEEV TC-83 Vero	tuberculosis growth	others
O=C(CN1CCN(CC(=O)Nc2ccc(Cl)cc2)CC1)Nc1ccc(F)cc1	1.4%	-2.2%	4.1%	i	10.7%
O=C(Nc1ccc(S(=O)(=O)N2CCCC2)cc1)C1CCN(S(=O)(=O)c2ccc(F)cc2)CC1	2.0%	-3.1%	-0.6%	4.0%	17.6%
CC(=O)Nc1ccc(NC(=O)CC23CC4CC(CC(C4)C2)C3)cc1	7.8%	-5.2%	-1.6%	3.9%	4.2%
O=C(N/N=C\c1cccc(Cl)c1)c1n[nH]c2c1CCCC2	-12.9%	4.5%	5.7%	i	6.8%
CCOC(=O)c1sc(NC(=O)CC)nc1C	-2.4%	11.6%	-1.8%	0.1%	25.8%
Cc1ccccc1NS(=O)(=O)c1ccc2c(c1)n(C)c(=O)n2C	3.7%	-6.5%	-8.2%	2.4%	-13.9%

Remaining list, next part.
SMILES	Salmonella PhoP GFP	H37Rv inhibition	influenza NS1A	VEEV TC-83 Vero	tuberculosis growth	others
CCOC(=O)c1c(N)sc(-c2ccccc2)c1C	-6.0%	-17.0%	-1.3%	0.8%	4.7%
COc1cc(C(=O)Nc2cc(-c3nc4cc(C)ccc4o3)ccc2C)cc(OC)c1OC	-19.2%	3.2%	-17.5%	9.7%	-3.1%
CCOc1ccc2c(C)cc(=O)oc2c1OCC	-6.4%	-2.5%	-0.6%	1.1%	-3.6%
O=S(=O)(Nc1cccc(CCc2ccccn2)c1)c1cc(Cl)ccc1Cl	4.8%	-7.2%	-0.1%	i	8.2%
CC(OC(=O)Cc1ccsc1)C(=O)Nc1ccc(Cl)cn1 (centres undefined)	-0.4%	2.0%	-2.3%	1.2%	-6.9%
CSc1nc(Sc2ccccc2)c2ccccc2n1	-9.9%	5.2%	-3.3%	1.2%	9.8%
Cc1[nH]c2ccccc2c1/C=C(\C#N)C(=O)NCC1CCCO1 (centres undefined)	-27.6%	-1.1%	-9.6%	9.2%	22.1%
Cc1cc(Br)c2[nH]c3c(c2c1)CCCC3=O	2.2%	1.6%	-1.8%	8.5%	37.0%
CCOc1ccc(OCCSc2nc(C)cc(=O)[nH]2)cc1	25.3%	-1.4%	-7.3%	0.4%	33.8%
CCOc1ccccc1N(CC(=O)Nc1ccc2c(c1)OCCO2)S(C)(=O)=O	3.7%	4.4%	5.0%	0.1%	1.7%
COc1ccc(CNCCC(c2ccc(F)cc2)c2ccc(OC)cc2)cc1 (centres undefined)	1.0%	?	5.5%	i	?
Nc1ccccc1-c1nc2ccccc2c(=O)o1	-4.6%	46.2%	0.6%	0.7%	?
COc1cccc(NC(=O)CN(C)C(=O)c2cc(-c3ccccc3)nc3ccc(C)cc23)c1	.	.	-3.8%	?	.
COc1cc(C(=O)N2CCN(C(=O)c3ccccc3)CC2)cc(OC)c1OC	2.5%	4.0%	-4.6%	0.3%	.
COc1ccc(OC)c(CCNC(=O)C(C)n2nc(C)c3c(C)n(-c4ccccc4)nc3c2=O)c1 (centres undefined)	-8.2%	4.0%	8.9%	i	1.9%
CCOC(=O)N1CCN(C(=O)C2CCN(S(=O)(=O)CC)CC2)CC1	-11.4%	0.8%	0.5%	0.4%	-10.7%
Cc1ccc(-c2nc(SC(C)C(=O)N3CCOCC3)n[nH]2)cc1 (centres undefined)	-0.9%	-17.8%	15.7%	1.4%	-8.8%
COc1cccc(NC(=O)COC(=O)Cc2ccc(Br)cc2)c1	0.9%	6.2%	-6.7%	i	i
COc1ccc2c(c1)C(=O)CC(c1ccc3c(c1)OCCO3)O2 (centres undefined)	-5.0%	9.6%	-12.1%	3.7%	33.1%
CC(CCc1ccccc1)NC(=O)Cc1cccs1 (centres undefined)	-22.7%	11.5%	-6.8%	i	53.1%
CCN(c1ccccc1)S(=O)(=O)c1ccc(OC)c(NC(=O)CN2C(=O)NC(C)(C)C2=O)c1	.	-11.5%	-3.0%	3.9%	13.6%
CN(C)CCOc1ccc(C(C)(C)c2ccccc2)cc1	5.3%	-3.0%	1.8%	0.4%	-20.0%
CC(C)(C)n1nnnc1C(c1ccc(C(F)(F)F)cc1)N(Cc1ccccc1)Cc1ccco1 (centres undefined)	-11.2%	1.7%	-16.9%	3.3%	-3.0%
Cc1ccc(Nc2nc(N)nc(CN3CCN(C(=O)c4ccco4)CC3)n2)cc1Cl	0.6%	28.6%	-7.9%	6.5%	18.8%
N/C(=N\OC(=O)c1ccccc1Cl)c1ccc(Cl)cc1	4.6%	14.1%	-0.4%	5.3%	49.5%
C=CCc1cc(/C=C2/NC(=O)N(CC(=O)OC)C2=O)cc(OC)c1O	-8.9%	0.4%	-4.9%	0.2%	-3.1%
C=CCn1c(O)c(C(C)=NCCCO)c(=O)[nH]c1=O	12.4%	-2.3%	-17.6%	1.5%	-8.9%
Cc1nn(-c2ccc(F)cc2)c(Cl)c1/C=C(/CC(=O)O)c1nc2ccccc2s1	.	.	-19.3%	2.1%	.
Cn1c(C(=O)O)cc2cc(Oc3ccccc3)ccc21	-5.7%	1.6%	-27.7%	0.1%	33.4%
O=C(NC(=S)Nc1nc(-c2cccc([N+](=O)[O-])c2)cs1)c1cc(Cl)ccc1Cl	-6.2%	19.4%	-5.7%	2.1%	-4.6%

Continued, overlapping the part above by 2 compounds.
SMILES	Salmonella PhoP GFP	H37Rv inhibition	influenza NS1A	VEEV TC-83 Vero	tuberculosis growth	others
Cn1c(C(=O)O)cc2cc(Oc3ccccc3)ccc21	-5.7%	1.6%	-27.7%	0.1%	33.4%
O=C(NC(=S)Nc1nc(-c2cccc([N+](=O)[O-])c2)cs1)c1cc(Cl)ccc1Cl	-6.2%	19.4%	-5.7%	2.1%	-4.6%
O=C(CCN1C(=O)/C(=C\C=C\c2ccccc2)SC1=S)Nc1ccc(C(=O)O)cc1	-5.8%	2.6%	16.7%	4.8%	34.3%
CCOC(=O)C(NC(=O)c1ccccc1)(N1CCOCC1)C(F)(F)F (centres undefined)	1.5%	2.4%	-8.6%	i	-14.8%
O=C(O)CC(C(=O)OC1CCCCC1)N1CCOCC1 (centres undefined)	22.1%	-15.6%	6.4%	1.9%	-1.4%
N#Cc1c(Sc2ncc(C(F)(F)F)cc2Cl)nsc1C/C=N\OCc1ccccc1Br	-7.7%	-1.0%	-8.0%	5.7%	43.8%
Nc1ncnc(N2CCc3ccccc32)c1[N+](=O)[O-]	-17.2%	10.6%	3.1%	5.4%	-0.4%
Cn1ncc([N+](=O)[O-])c1C(=O)N/N=C/c1cccc([N+](=O)[O-])c1	-3.7%	10.0%	11.9%	i	32.4%
CCCCOc1ccc(N2C(N)=NC(N)=NC23CCCCC3)cc1	4.4%	9.2%	4.9%	1.0%	52.7%
O=[N+]([O-])c1cccc(N=Nc2ccc(O)cc2O)c1	.	.	13.9%	0.2%	.
Cn1c(N)c(C(=O)COC(=O)c2ccccc2C(=O)c2ccc(Cl)c([N+](=O)[O-])c2)c(=O)n(C)c1=O	.	5.6%	3.1%	7.5%	47.5%
Nc1ccccc1-c1nc2ccccc2s1	8.8%	2.3%	-21.0%	0.5%	6.3%
Cc1ccc(C(c2nnnn2Cc2ccccc2)N2CC=C(c3ccc(F)cc3)CC2)cc1 (centres undefined)	-9.8%	10.6%	13.5%	i	?
CC(=O)c1ccc(N2CCN(S(=O)(=O)c3cccc(S(=O)(=O)N4CCOCC4)c3)CC2)cc1	-7.5%	0.7%	-6.9%	1.9%	-7.1%
Nc1cc([N+](=O)[O-])ccc1Nc1ccc(O)cc1	1.6%	30.4µM*	14.3%	8.2%	?
COC(=O)C(CSCc1ccccc1)NC(=O)CSc1nc(C)cc(=O)[nH]1 (centres undefined)	4.2%	-8.6%	.	1.8%	-8.7%
CC(=O)NCCc1ccc(-c2csc(NC(=O)C3CC(=O)N(C4CCCC4)C3)n2)cc1 (centres undefined)	.	.	1.4%	1.0%	.
Cc1ccc(Nc2nc(N)c(C#N)c(CC#N)c2C#N)cc1	3.5%	1.1%	-2.1%	0.9%	22.2%
CC(=O)CSc1nnc2cc(C)c3ccccc3n12	4.9%	0.1%	14.5%	1.5%	-11.0%

The order is random; about 1.6% have a hit in one of these screens.
